Screening results (PubChem BioAssay)
IDE cell activ: boosts human insulin-degrading enzyme activity in HEK cells; actives 0.073% (n = 340,000); P14735; FAbeta-B cleavage, fluorescence polarization; 0% vehicle, 100% cell-free pure enzyme wells; AID 493087; activation, % at 5.96 µM;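 active = activation above the mean of all tested compounds plus 3 SD, set per screening campaign, cut at about 17% in these data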
Target sequence (P14735 whole entry, looked up): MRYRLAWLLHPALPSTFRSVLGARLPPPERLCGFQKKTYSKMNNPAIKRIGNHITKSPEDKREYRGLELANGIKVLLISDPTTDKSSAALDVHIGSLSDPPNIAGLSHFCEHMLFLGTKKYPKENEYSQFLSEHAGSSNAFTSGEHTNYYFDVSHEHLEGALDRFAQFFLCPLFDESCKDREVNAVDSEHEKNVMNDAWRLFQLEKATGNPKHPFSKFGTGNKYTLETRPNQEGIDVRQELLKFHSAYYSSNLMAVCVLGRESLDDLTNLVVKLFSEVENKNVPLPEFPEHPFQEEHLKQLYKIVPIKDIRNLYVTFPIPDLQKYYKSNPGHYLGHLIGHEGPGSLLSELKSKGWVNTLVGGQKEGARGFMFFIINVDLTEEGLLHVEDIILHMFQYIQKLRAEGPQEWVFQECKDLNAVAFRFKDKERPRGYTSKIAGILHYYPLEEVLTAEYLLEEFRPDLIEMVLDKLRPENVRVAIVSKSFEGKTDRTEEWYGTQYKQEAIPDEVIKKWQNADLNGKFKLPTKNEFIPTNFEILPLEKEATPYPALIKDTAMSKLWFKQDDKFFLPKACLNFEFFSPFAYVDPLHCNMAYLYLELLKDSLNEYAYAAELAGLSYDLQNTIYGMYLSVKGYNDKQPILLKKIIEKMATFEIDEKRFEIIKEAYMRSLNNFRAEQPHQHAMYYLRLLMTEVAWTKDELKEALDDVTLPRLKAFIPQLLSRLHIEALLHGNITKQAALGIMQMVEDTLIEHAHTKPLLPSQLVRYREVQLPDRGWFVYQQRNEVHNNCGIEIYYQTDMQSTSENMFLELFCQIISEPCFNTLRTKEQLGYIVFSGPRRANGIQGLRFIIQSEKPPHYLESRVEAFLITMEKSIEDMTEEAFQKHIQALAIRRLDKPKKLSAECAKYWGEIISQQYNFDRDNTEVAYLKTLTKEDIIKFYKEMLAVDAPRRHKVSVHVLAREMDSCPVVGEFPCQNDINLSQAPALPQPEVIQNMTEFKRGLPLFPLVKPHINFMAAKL
IDE cell inh: inhibits human insulin-degrading enzyme in HEK cells. P14735. actives 0.41% (n = 320,000). inhibition, % at 5.59 µM. FAbetaB cleavage, fluorescence polarization. AID 434962;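 active = percent inhibition above the average of all tested compounds plus 3 SD, set per screening campaign, cut at about 16% in these data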;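 also: IDE supplied by intact live HEK cells; FP after avidin binding of uncleaved biotin substrate so inhibition keeps polarization high; 0% = DMSO wells and 100% = 60 µM reference IDE inhibitor Ii1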
Starred values were filed as active, the others as inactive. An excerpt (hit frequency here may not be typical).

# | SMILES | IDE cell activ | IDE cell inh
1 | CCOC(=O)C1=C(COC(=O)/C=C/c2ccc(C)o2)NC(=O)NC1C (stereo not given) | -1 | 3
2 | CN(C(=O)c1ccc(NC(=O)Cc2ccc(NC(=O)C3CCCN(C(=O)c4ccccc4)C3)cc2)cc1)C1CC1 (stereo not given) | 0 | 1
3 | COc1cc(OC)cc(-c2sc3ccc(OC)cc3c2C#CCCO)c1 | 3 | -6
4 | Cc1ccc(NC(=O)CN(C)C(=O)C(C)OC(=O)CNC(=O)c2ccc(Cl)c([N+](=O)[O-])c2)cc1 (stereo not given) | 3 | 3
5 | Cc1cccn2c(=O)nc(SCC(=O)Nc3ccc4c(c3)OCCO4)nc12 | 5 | 4
6 | CC(C(=O)Nc1ccc(S(=O)(=O)N2CCCC2)cc1)N(C)CC(=O)Nc1cccc(F)c1 (stereo not given) | 4 | 1
7 | CCCN(CC(=O)Nc1ccccc1C)C(=O)c1ccc(C2SCCS2)cc1 | 4 | -5
8 | CCc1noc(C)c1C(=O)N1CCN(S(=O)(=O)c2ccc(Cl)cc2)CC1 | 0 | 1
9 | CCC(C)c1ccccc1N1CC(C(=O)N(C)CC(=O)Nc2cccc(F)c2)CC1=O (stereo not given) | -4 | 8
10 | CCCCn1c(N)c(N(CC(C)C)C(=O)CSc2nnc(C)n2-c2ccc(OC)cc2)c(=O)[nH]c1=O | -1 | -13
11 | Nc1ccc(N2C(=O)c3ccccc3C2=O)c(Cl)c1 | 6 | -1
12 | COc1ccc(NC(=O)c2ccc(Cl)nc2)cc1S(=O)(=O)N1CCOCC1 | 0 | 1

Taken from above:
IDE cell inh with entry 7 reads -5
IDE cell activ with entry 5 reads 5

(continued)
# | SMILES | IDE cell activ | IDE cell inh
13 | Cc1ccc(S(=O)(=O)N2[C@@H](c3ccc(Br)cc3)C(C(=O)O)=CC[C@H]2c2ccc(Cl)c(Cl)c2)cc1 | 1 | -3
14 | Cc1ccc(S(=O)(=O)N2CCN(C(=O)CN3CCCSc4ccccc43)CC2)cc1 | 2 | -4
15 | O=C(NN=Cc1ccc(O)cc1O)c1ccccc1NS(=O)(=O)c1cccs1 | 3 | -5
16 | COC(=O)C[C@H]1c2cc(F)ccc2S(=O)(=O)N1Cc1ccccc1 | -5 | 2
17 | COc1ccc(CN(C)C(=O)Cc2ccc(OC)c(S(=O)(=O)N3CCOCC3)c2)cc1 | -4 | 2
18 | CC(Sc1nc2ncc(Cl)cc2[nH]1)C(=O)c1c(N)n(C)c(=O)n(C)c1=O (stereo not given) | 6 | 3
19 | CCc1cc(Cn2nc(C(=O)O)cc2-c2ccccc2)on1 | 19* | 1
20 | CN(CC(=O)Nc1ccc(F)cc1)C(=O)COC(=O)c1cc([N+](=O)[O-])ccc1N1CCOCC1 | -1 | 2
21 | Nc1ccc(C(=O)C(=O)c2ccccc2)cc1 | 2 | 5
22 | CCN(Cc1ccc2c(c1)OCO2)C(=O)CSc1nc(C)nc2sc(C)c(C)c12 | 2 | 0
23 | CC1CCCN(C(=O)c2cn(-c3ccccc3)nc2-c2cccnc2)C1 (stereo not given) | 2 | 6
24 | CC(C)NC(=O)Nc1ccc2c(c1)C(=O)N([C@H](C)CO)C[C@H](C)[C@@H](CN(C)C(=O)NC1CCCCC1)O2 | 3 | 0
25 | CC12CCC(=O)N1C(C(=O)Nc1nc3ccc(F)cc3s1)CS2 (stereo not given) | 6 | 1
26 | NS(=O)(=O)c1ccc(CCNC(=O)C2CC(=O)N(Cc3ccccc3Cl)C2)cc1 (stereo not given) | 8 | -1
27 | COc1ccc(NC(=O)COC(=O)c2ccc(-n3nc(C)cc3C)cc2)cc1OC | 0 | 4
28 | Cc1c(C(=O)OCC(=O)NCc2ccco2)oc2ccccc12 | -2 | -2
29 | CC(C(=O)OCC(=O)N1CCCCC1)N1C(=O)c2ccccc2C1=O (stereo not given) | 1 | 1
30 | CCOC(=O)c1nn(-c2ccccc2)c(=O)cc1OCC(=O)Nc1cc(C)ccc1OC | 0 | 3
31 | COC(=O)c1ccc(C(=O)Nc2ccc(F)cc2)cc1 | 0 | 1
32 | CC(=O)c1ccc(NC(=O)CSC2=NS(=O)(=O)c3cc(Cl)ccc3N2)cc1 | 1 | 3
33 | CCC(=O)c1ccc(OCC(=O)NCC2COc3ccccc3O2)cc1 (stereo not given) | 2 | 0
34 | COc1ccc(O)c(/C=N/Nc2nc(C)cc(-c3ccccc3)n2)c1 | 2 | 0
35 | O=C(Nc1cc(Cl)ccc1Oc1ccccc1)C1=COCCO1 | -2 | 10
36 | Cc1c(NC(=O)COc2ccccc2Cl)c(=O)n(-c2ccccc2)n1C | 1 | 2

Rewritten screen by screen: 2 of the compounds above.
30: CCOC(=O)c1nn(-c2ccccc2)c(=O)cc1OCC(=O)Nc1cc(C)ccc1OC
13: Cc1ccc(S(=O)(=O)N2[C@@H](c3ccc(Br)cc3)C(C(=O)O)=CC[C@H]2c2ccc(Cl)c(Cl)c2)cc1
Screen / compound no.,30,13
IDE cell activ,0,1
IDE cell inh,3,-3

An excerpt from above in order of formula weight, high to low:
# | SMILES | IDE cell activ | IDE cell inh
13 | Cc1ccc(S(=O)(=O)N2[C@@H](c3ccc(Br)cc3)C(C(=O)O)=CC[C@H]2c2ccc(Cl)c(Cl)c2)cc1 | 1 | -3
24 | CC(C)NC(=O)Nc1ccc2c(c1)C(=O)N([C@H](C)CO)C[C@H](C)[C@@H](CN(C)C(=O)NC1CCCCC1)O2 | 3 | 0
20 | CN(CC(=O)Nc1ccc(F)cc1)C(=O)COC(=O)c1cc([N+](=O)[O-])ccc1N1CCOCC1 | -1 | 2
17 | COc1ccc(CN(C)C(=O)Cc2ccc(OC)c(S(=O)(=O)N3CCOCC3)c2)cc1 | -4 | 2
30 | CCOC(=O)c1nn(-c2ccccc2)c(=O)cc1OCC(=O)Nc1cc(C)ccc1OC | 0 | 3
26 | NS(=O)(=O)c1ccc(CCNC(=O)C2CC(=O)N(Cc3ccccc3Cl)C2)cc1 (stereo not given) | 8 | -1
22 | CCN(Cc1ccc2c(c1)OCO2)C(=O)CSc1nc(C)nc2sc(C)c(C)c12 | 2 | 0
32 | CC(=O)c1ccc(NC(=O)CSC2=NS(=O)(=O)c3cc(Cl)ccc3N2)cc1 | 1 | 3
15 | O=C(NN=Cc1ccc(O)cc1O)c1ccccc1NS(=O)(=O)c1cccs1 | 3 | -5
18 | CC(Sc1nc2ncc(Cl)cc2[nH]1)C(=O)c1c(N)n(C)c(=O)n(C)c1=O (stereo not given) | 6 | 3
36 | Cc1c(NC(=O)COc2ccccc2Cl)c(=O)n(-c2ccccc2)n1C | 1 | 2
33 | CCC(=O)c1ccc(OCC(=O)NCC2COc3ccccc3O2)cc1 (stereo not given) | 2 | 0
25 | CC12CCC(=O)N1C(C(=O)Nc1nc3ccc(F)cc3s1)CS2 (stereo not given) | 6 | 1
16 | COC(=O)C[C@H]1c2cc(F)ccc2S(=O)(=O)N1Cc1ccccc1 | -5 | 2
23 | CC1CCCN(C(=O)c2cn(-c3ccccc3)nc2-c2cccnc2)C1 (stereo not given) | 2 | 6
29 | CC(C(=O)OCC(=O)N1CCCCC1)N1C(=O)c2ccccc2C1=O (stereo not given) | 1 | 1
35 | O=C(Nc1cc(Cl)ccc1Oc1ccccc1)C1=COCCO1 | -2 | 10
28 | Cc1c(C(=O)OCC(=O)NCc2ccco2)oc2ccccc12 | -2 | -2
19 | CCc1cc(Cn2nc(C(=O)O)cc2-c2ccccc2)on1 | 19* | 1
31 | COC(=O)c1ccc(C(=O)Nc2ccc(F)cc2)cc1 | 0 | 1
21 | Nc1ccc(C(=O)C(=O)c2ccccc2)cc1 | 2 | 5

New compounds follow
# | SMILES | IDE cell activ | IDE cell inh
37 | O=C(NCCC(=O)N(Cc1ccco1)Cc1cccs1)c1ccccc1Cl | -2 | 0
38 | COC(=O)[C@]1(Cc2ccccc2)N[C@H](c2ccc(-c3ccc(OC)cc3)cc2)[C@@H]2C(=O)N(C)C(=O)[C@@H]21 | 4 | 9
39 | CSc1ncccc1C(=O)OCC(=O)NCc1cccs1 | 0 | 0
40 | Cn1c(CO)nc2c3ccccc3ccc21 | -1 | 0
41 | Cc1cccc(C)c1NC(=O)CN(C)CC(=O)N(C)CC(=O)Nc1ccccc1Br | 0 | -3
42 | Cc1noc(C)c1NC(=O)N(C)C[C@H]1Oc2c(NC(=O)C3CCCCC3)cccc2C(=O)N([C@H](C)CO)C[C@@H]1C | 4 | 0
43 | Cc1ccc(S(=O)(=O)CCC(=O)OCc2nc(N)nc(Nc3ccccc3C)n2)cc1 | 5 | -1
44 | COc1ccc(NS(=O)(=O)c2cccc(C(=O)NNC(=O)c3ccc(O)c(Cl)c3)c2)cc1 | 4 | 3
45 | CCN(C(=O)COC(=O)Cc1c[nH]c2ccccc12)c1c(N)n(Cc2ccccc2)c(=O)[nH]c1=O | 1 | 0
46 | C=CCOc1ccc(CN(C)c2ccc(S(=O)(=O)N3CCN(C)CC3)cc2[N+](=O)[O-])cc1 | 3 | -3
47 | CC(=O)NC(CC(=O)Nc1cc(Cl)ccc1-n1cncn1)c1ccccc1 (stereo not given) | -1 | 0
48 | CCC(=O)OC1(C(=O)CCl)[C@@H](C)C[C@H]2[C@@H]3CCC4=CC(=O)C=C[C@]4(C)[C@@]3(F)[C@@H](O)C[C@@]21C (stereo not given in full) | 7 | 2
49 | CSCCC(NS(=O)(=O)c1ccc2c(c1)OCCO2)C(=O)N(C)Cc1ccc(F)cc1 (stereo not given) | -1 | 3
50 | CN(C(=O)COC(=O)c1cc2ccccc2cc1O)c1ccccc1 | 3 | -4
51 | CC(=O)c1cccc(NC(=O)/C=C/c2ccc(S(=O)(=O)N3CCOCC3)cc2)c1 | 3 | 4
52 | C[C@H](CO)N1C[C@H](C)[C@@H](CN(C)C(=O)Nc2ccc(C(F)(F)F)cc2)Oc2ccc(NC(=O)Cc3ccccc3)cc2C1=O | 0 | 7
53 | Cn1cccc1C(=O)OCC(=O)N1CCc2ccccc21 | 3 | 1
54 | COCCN(C(=O)COC(=O)c1ccc2[nH]c(C)c(C)c2c1)c1c(N)n(Cc2ccccc2)c(=O)[nH]c1=O | 3 | -6
55 | CCN(C(=O)C(C)Sc1ccc(S(=O)(=O)N2CCN(C)CC2)cn1)c1ccccc1 (stereo not given) | 1 | -5
56 | CCC/C(C(=O)NCCO)=C1/c2ccccc2C(=O)N1c1ccccc1 | -1 | 7
57 | CN(CC(=O)Nc1ccc(F)cc1[N+](=O)[O-])C1CCS(=O)(=O)C1 (stereo not given) | 1 | 2
58 | CCCCN(C(=O)CN1C(=O)C2CCCCC2C1=O)c1c(N)n(Cc2ccccc2)c(=O)[nH]c1=O (stereo not given) | 2 | -5
59 | CCOC(=O)C(Cc1ccc(NC(C)=O)cc1)N1C(=O)c2ccccc2C1=O (stereo not given) | -2 | 2
60 | O=C(NNC(=O)c1ccc(Cl)c(S(=O)(=O)Nc2ccc(Cl)cc2)c1)c1ccc(=O)[nH]c1 | 5 | 1
61 | Cn1cncc1C#Cc1c(C=O)n(C)c2ccccc12 | 5 | 1
62 | C/C=C/c1ccc(OCC(=O)OCC2=C(C(=O)OCC)C(C)NC(=O)N2)c(OC)c1 (stereo not given) | 6 | -3
63 | CC/C(=N/N=C(/CC)c1ccc(O)cc1)c1ccc(O)cc1 | -4 | 6
64 | Cc1ccnc2nc(C(=O)OC(C)C(=O)NCc3ccccc3)nn12 (stereo not given) | 6 | -1
65 | Cc1ccc(NC(=O)COC(=O)CN2C(=O)C3CCCCC3C2=O)cc1C (stereo not given) | 3 | -2
66 | Cc1cccc(C)c1NC(=O)CNC(=O)c1ccc2nc[nH]c2c1 | 6 | 2
67 | COc1ccc([C@@H](OC)[C@@]2(Cc3ccc(O)cc3)N=C(N)N(C)C2=O)cc1 | 4 | -5
68 | COc1ccc([C@@H]2CC=C(C(=O)O)[C@H](c3cccc(Cl)c3)N2S(=O)(=O)c2ccccc2C)cc1 | -4 | 1
69 | Cc1cnc(C(=O)OCC(=O)N(CC(C)C)C2CCS(=O)(=O)C2)cn1 (stereo not given) | 2 | 1
70 | Cc1ccc(S(=O)(=O)N2CCN(C(=O)COC(=O)/C=C/c3ccccc3)CC2)c(C)c1 | 7 | -4
71 | CCN(C(=O)COC(=O)c1ccc(SC)cc1OC)C1CCS(=O)(=O)C1 (stereo not given) | 1 | 5
72 | CC1CCCC(NC(=O)CSc2nnc(-c3cccnc3)n2N)C1C (stereo not given) | 1 | 6
73 | Cc1cnc(C(=O)OCC(=O)Nc2c(Cl)cc(Cl)cc2Cl)cn1 | 5 | 2
74 | O=C(COC(=O)CCC(=O)c1ccccc1)Nc1nnc(-c2ccccc2)o1 | -2 | -2
75 | CC(Oc1cccc([N+](=O)[O-])c1)C(=O)NCCC1=CCCCC1 (stereo not given) | 1 | 2
76 | CCOc1ccc(C(=O)COC(=O)c2c(-c3ccccc3)noc2C)cc1 | 1 | 1
77 | O=C(C1=C(O)C(=O)N(CCN2CCOCC2)C1c1cccs1)c1cc2ccccc2o1 (stereo not given) | 0 | -1
78 | CCOC(=O)c1ccc(/[N+]([O-])=C/c2ccccc2)cc1 | 1 | -2
79 | CCOC(=O)c1cc(-c2ccccc2C)nn1Cc1cc(C)no1 | 1 | 7
80 | O=C(NCc1ccc2c(c1)OCO2)c1c(-c2ccsc2)sc2ccccc12 | 2 | 3
81 | O=C1N[C@@H](Cc2ccccc2)COC(=O)[C@H](Cc2ccc(F)cc2)C/C=C\C[C@@H]1CC(=O)N(CCO)Cc1ccccc1 | 3 | -3
82 | Cc1ccc(/C=C/C(=O)OC(C)C(=O)NC2CCCCC2C)o1 (stereo not given) | 5 | 5
83 | Cc1cccc(NC(=O)c2nc[nH]c2C(=O)NCCCCNC(=O)c2[nH]cnc2C(=O)Nc2cccc(C)c2)c1 | 4 | 2
84 | CC(C)c1cccc(C(C)C)c1OC(=O)[C@H]1OC(c2ccc(Br)cc2)=C[C@@H]1c1ccc(Br)cc1 | -1 | 3
85 | CC1(C)NC(=O)N(CC(=O)N2CCN(c3cccc(Cl)c3)CC2)C1=O | 4 | 2
86 | O=C(OCC(=O)N1CCN(c2ccccc2)CC1)c1cccc([N+](=O)[O-])c1 | -9 | 4
